Screening data as filed in PubChem.
MRP1 act: activators of MRP-1; H69AR cells + doxorubicin, viability rescue, CellTiter-Glo; viability increase, % at 10 µM; actives 0.61% (n = 140,000); AID 799;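 active = viability gain under doxorubicin at or above a set limit, the compound median plus 3 SD, cut at about 4.7% in these data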;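 note: MRP-1 overexpressing cells given doxorubicin 25 µM after compound pretreatment; 18-22 h compound pretreatment then 72 h with doxorubicin before readout; 0% = doxorubicin-only wells and 100% = vehicle-treated cells without doxorubicin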
HCT116 PTEN-null: PTEN-deleted cell growth suppression; HCT116 PTEN-null viability, CellTiter-Glo, 60 h; active compounds read low; viability, % at 10 µM; actives 1.2% (n = 140,000); AID 827;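 active = viability at or below a set limit, 4 SD under the median of all tested compounds, cut at about 3.7% in these data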;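 note: PTEN knockout HCT116 line with beta catenin targeted HCT116 as companion control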
Measles CPE: protection of cells from measles virus; protection (pct of control), % at 4 µM; AID 841; actives 1.5% (n = 140,000); Measles virus-infected cells, CPE protection, absorbance; in the data active = protection mostly above about 24%, no sharp cut-off; inactive = mostly below about 26%; note: some compounds called inactive have numbers as strong as hits
NPY-Y2 antag: NPY-Y2 (human) receptor antagonism; P49146; inhibition, % at 2.7 µM; actives 0.99% (n = 140,000); NPY-Y2 expressing cells, antagonist mode; in the data active = inhibition above about 17%;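 note: 0% = vehicle with agonist challenge and 100% = reference antagonist with challenge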
Target sequence (P49146 whole entry, looked up): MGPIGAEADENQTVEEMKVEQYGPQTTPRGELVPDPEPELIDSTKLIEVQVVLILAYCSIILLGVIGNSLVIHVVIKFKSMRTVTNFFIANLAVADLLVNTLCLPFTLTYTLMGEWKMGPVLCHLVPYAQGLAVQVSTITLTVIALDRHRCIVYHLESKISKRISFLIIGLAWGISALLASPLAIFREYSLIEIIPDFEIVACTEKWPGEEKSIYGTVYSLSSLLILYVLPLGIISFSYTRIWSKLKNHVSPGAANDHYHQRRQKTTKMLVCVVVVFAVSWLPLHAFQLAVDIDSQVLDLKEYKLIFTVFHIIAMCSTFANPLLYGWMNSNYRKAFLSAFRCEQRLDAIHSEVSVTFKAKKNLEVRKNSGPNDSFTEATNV
BB579 growth dn: chemicals that inhibit yeast BB579 growth in restrictive medium (lifespan-shortening candidates). S. cerevisiae BB579 growth, OD615, 48 h. inhibition, % at 10 µM. actives 0.51% (n = 140,000). AID 804;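 active = inhibition above a set limit, 3 SD over the mean compound inhibition, cut at about 44% in these data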; note: inactives centre near -24
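Test system: S. cerevisiae DeaD strain BB579 yeast; Medium: restrictive CSMM-D medium; Compound: one dose, 10 µM compound with 0.25% DMSO; Incubation: 4 h cell preincubation, 48 h compound exposure, 30 °C humidified; Signal: OD at 615 nm; Benchmarks: amphotericin B at 10 µg/mL as positive control.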
GALR2 antag: antagonists of human galanin receptor 2 (GALR2); O43603; GALR2-expressing cells, antagonist mode; inhibition, % at 4 µM; actives 0.39% (n = 140,000); in the data active = inhibition above about 27%;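 note: cells stimulated with galanin 1-16 at roughly its EC80; 0% = agonist challenge control and 100% = basal control without agonist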
Target sequence (O43603 whole entry, looked up): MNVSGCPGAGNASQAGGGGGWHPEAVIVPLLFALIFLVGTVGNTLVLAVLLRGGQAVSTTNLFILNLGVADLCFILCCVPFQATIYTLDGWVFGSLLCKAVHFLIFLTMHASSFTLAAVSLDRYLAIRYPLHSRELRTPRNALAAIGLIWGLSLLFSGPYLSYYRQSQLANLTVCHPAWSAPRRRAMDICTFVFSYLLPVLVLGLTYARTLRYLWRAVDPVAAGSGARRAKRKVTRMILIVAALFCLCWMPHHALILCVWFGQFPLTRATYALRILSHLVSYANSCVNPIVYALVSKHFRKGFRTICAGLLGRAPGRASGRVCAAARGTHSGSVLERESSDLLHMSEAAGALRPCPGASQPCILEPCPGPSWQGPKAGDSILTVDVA
E-sel TNF inh: blocks E-selectin expression induced by TNF alpha; HUVEC TNFa-induced E-selectin immunofluorescence, high content; inhibition, % at 2 µM; actives 0.71% (n = 120,000);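 active = inhibition above the batch mean plus 3 SD, and confirmed as a hit on visual image review, cut at about 43% in these data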;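 note: 0% = TNF-stimulated DMSO wells and 100% = unstimulated control wells; not every result past the cut was called active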
Phagocytosis inh: inhibitors of macrophage phagocytosis; AID 1029; inhibition, % at 5 µM; actives 0.07% (n = 110,000); J774A.1 macrophage IgG-bead phagocytosis, imaging;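 active = inhibition above the mean of the plate negative controls plus 5 SD, cut at about 13% in these data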;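 note: phagocytic index as fraction of beads internalized from green versus red external bead signal; plate controls were DMSO negative control for no effect and cytochalasin-D positive control for full effect; some results beyond the cut were filed as inactive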
bCat KO growth: beta-catenin-lacking colon tumor cell growth suppression; HCT116 beta-catenin knockout viability, CellTiter-Glo, 60 h; active compounds read low; viability, % at 10 µM; actives 1.5% (n = 140,000); AID 818;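 active = viability at or under a set limit, the compound median less 4 SD, cut at about 6% in these data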;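 note: 0% = Hyamine 1622 control at 20 µM and 100% = untreated cell control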
Yeast life ext: yeast lifespan extension; AID 775; inhibition of the nicotinamide effect, % at 10 µM; S. cerevisiae growth with nicotinamide, OD615; deaD strain in restrictive glucose medium; actives 0.68% (n = 130,000);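 active = inhibition above a set limit, placed 3 SD over the median of all compounds, cut at about 26% in these data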;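 note: 0% = nicotinamide-treated wells and 100% = cells grown without nicotinamide; some compounds called inactive have numbers as strong as hits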
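Assay system: engineered S. cerevisiae DeaD replicative-lifespan strain, galactose-grown log-phase cells; Buffer or medium: CSMM-D glucose medium, restrictive; Probe or stimulus: nicotinamide 1.5 mM; Compound: single dose 10 µM compound, 0.25% DMSO; Schedule: 4 h preincubation then 48 h treatment at 30 °C; Technique: OD615 measurement.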
Active calls of the source: *; / = not tested or not shown.

SMILES | MRP1 act | HCT116 PTEN-null | Measles CPE | NPY-Y2 antag | BB579 growth dn | GALR2 antag | E-sel TNF inh | Phagocytosis inh | bCat KO growth | Yeast life ext
Cc1nc(NCCc2ccc(S(N)(=O)=O)cc2)c2c(C)c(C)sc2n1 | -2.1 | 75 | 3 | 3 | -20 | 7 | -19 | -1 | 61 | -5
N#CC1=C(N)OC2=C(C(=O)CCC2)C1C1C=CCCC1 (stereo not given) | -2.4 | 100 | 9 | -1 | -52 | 11 | 4 | -1 | 104 | -21
S=C(NCCCN1CCOCC1)Nc1ccc(Cl)cc1Cl | -3.2 | 93 | 28 | 2 | -54 | -6 | / | -7 | 94 | 6
Cc1cc(C)cc(OCc2nnc(SCC(=O)Nc3ccccc3)o2)c1 | -1.5 | 96 | 7 | 1 | -4 | -11 | 8 | 0 | 96 | -2
CCCCC(=O)c1ccc(O)cc1O | 0.9 | 99 | 9 | 0 | -21 | -1 | -15 | / | 106 | /
CN=C1CC(SC)=C1c1ccc(C)cc1 | 2.1 | 114 | 6 | 4 | -6 | -1 | -37 | / | 91 | /
CCN(Cc1ccccc1)C(=O)COC(=O)CNS(=O)(=O)c1ccc(C)cc1 | -0.7 | 98 | 11 | 1 | -15 | 0 | / | 0 | 97 | 1
O=C(CN(C(=O)c1ccc(Cl)cc1)C1CCCCC1)Nc1ccc(Cl)c([N+](=O)[O-])c1 | -4.4 | 22 | 7 | -1 | 1 | -7 | / | -6 | 30 | -1
C=CCn1c(SCCOc2ccc(OC)cc2)nnc1C(NC(=O)c1ccc(OC)cc1)C(C)C (stereo not given) | -0.4 | 97 | 2 | 1 | -62 | -12 | 1 | 0 | 98 | 3
CC1=C(C(=O)Nc2ccccc2)C(c2sccc2C)n2nnnc2N1 (stereo not given) | 0.3 | 79 | 3 | 1 | -40 | -13 | 15 | 0 | 82 | -9
COc1ccccc1CC(=O)NN1C(=O)c2ccccc2C1=O | -2.5 | 92 | 4 | 2 | -38 | -24 | / | -7 | 102 | 2
CCCCC(=O)Nc1cccc(-c2nn3c(C)nnc3s2)c1 | -1.4 | 96 | 21 | 2 | -27 | 5 | -3 | 1 | 107 | -11
COc1ccc(C2/C(=C(/O)c3ccccc3)C(=O)C(=O)N2c2ncccn2)cc1OC (stereo not given) | 0.2 | 100 | 10 | 3 | -26 | -2 | -3 | -12 | 96 | 2
COc1cc(C(=O)N(Cc2cc3ccccc3[nH]c2=O)CC2CCCO2)cc(OC)c1OC (stereo not given) | -1.4 | 103 | 10 | 5 | -23 | 4 | / | 0 | 98 | -9
O=c1cc[nH]c2cc(Cl)ccc12 | -2.2 | 91 | 3 | 2 | -44 | 9 | / | / | 101 | 4
COc1ccc(-c2nc(-c3ccccc3)[nH]c(=O)c2C#N)cc1 | -2.4 | 84 | 19 | -1 | -44 | 1 | 6 | -1 | 90 | 30
COc1cc2c(cc1OC)C(c1cccs1)NCC2 (stereo not given) | -3.1 | 101 | 6 | 4 | -6 | 5 | / | 0 | 100 | -1
COc1ccc(S(=O)(=O)NC(C)C(=O)Nc2cccc([N+](=O)[O-])c2)cc1 (stereo not given) | -2.1 | 94 | 12 | 1 | -13 | 8 | / | 9 | 90 | 1
Cc1cc(C)nc(NS(=O)(=O)c2ccc(N3C(=O)C4C5C=CC(C5)C4C3=O)cc2)n1 (stereo not given) | -1.6 | 93 | 14 | 1 | -33 | -8 | / | / | 94 | 2
Cc1onc(-c2ccccc2)c1C(=O)N/N=C/c1cc(Br)c(Br)o1 | -2.5 | 58 | 5 | 1 | -40 | 8 | -11 | -5 | 55 | 0

3 compounds already listed, ordered by count of non-hydrogen atoms, smallest number first:
SMILES | MRP1 act | HCT116 PTEN-null | Measles CPE | NPY-Y2 antag | BB579 growth dn | GALR2 antag | E-sel TNF inh | Phagocytosis inh | bCat KO growth | Yeast life ext
N#CC1=C(N)OC2=C(C(=O)CCC2)C1C1C=CCCC1 (stereo not given) | -2.4 | 100 | 9 | -1 | -52 | 11 | 4 | -1 | 104 | -21
O=C(CN(C(=O)c1ccc(Cl)cc1)C1CCCCC1)Nc1ccc(Cl)c([N+](=O)[O-])c1 | -4.4 | 22 | 7 | -1 | 1 | -7 | / | -6 | 30 | -1
COc1ccc(C2/C(=C(/O)c3ccccc3)C(=O)C(=O)N2c2ncccn2)cc1OC (stereo not given) | 0.2 | 100 | 10 | 3 | -26 | -2 | -3 | -12 | 96 | 2

Other entries
SMILES | MRP1 act | HCT116 PTEN-null | Measles CPE | NPY-Y2 antag | BB579 growth dn | GALR2 antag | E-sel TNF inh | Phagocytosis inh | bCat KO growth | Yeast life ext
CC(C)COc1nc2ccccc2nc1C(C#N)C(=O)NC1CCCCC1 (stereo not given) | 2.7 | 69 | 0 | 3 | -1 | -12 | 7 | 0 | 71 | -10
O=C(NNC(=O)c1ccccc1-n1cccc1)c1cccc(Cl)c1 | -0.1 | 91 | 12 | 1 | -7 | -11 | / | / | 88 | -5
Cc1cc(C)n(C(=O)c2ccc(S(=O)(=O)N3CCOCC3)cc2)n1 | -1.7 | 97 | 12 | 1 | 18 | 2 | -3 | -1 | 92 | 2
CCCCN(Cc1ccccc1)C(=O)c1cnc2n(c1=O)CCS2 | -4.2 | 92 | 7 | 11 | 3 | 2 | / | / | 89 | -20
CCOC(=O)CNC(=O)c1c2c(nc3ccccc13)CCCC2 | -4.4 | 102 | 8 | 3 | -7 | -5 | 17 | -2 | 95 | -31
O=C(O)c1coc2ccccc12 | -2.0 | 91 | 33 | 3 | -3 | 8 | -3 | 0 | 89 | 0
CCOC(=O)c1cc(-c2ccc(C)cc2)n(CCC(=O)N2CCN(c3ccccn3)CC2)c1C | -4.1 | 63 | 5 | 3 | 0 | -6 | -1 | 5 | 59 | 7
CN1CCN(NC(=O)COc2cccc(C(F)(F)F)c2)CC1 | 0.1 | 103 | 8 | 1 | -28 | 15 | / | -7 | 94 | 0
O=C(O)COc1cccc(NC(=O)C2CCCO2)c1 (stereo not given) | -0.2 | 110 | 5 | 1 | -60 | 5 | 8 | 0 | 96 | 2
CCOC(=O)C1=C(c2ccccc2)NC(SCC(=O)NC2CCCCC2)=C(C#N)C1c1ccco1 (stereo not given) | -2.9 | 69 | 17 | 2 | -26 | 0 | -22 | 2 | 87 | -13
CC(C)CCn1c(N)c(S(=O)(=O)c2cccs2)c2nc3ccccc3nc21 | -4.8 | 22 | 4 | 1 | -8 | -12 | 27 | -1 | 30 | -19
O=C(c1ccccc1)c1c[nH]c(C(=O)NCc2cccnc2)c1 | -4.7 | 96 | 7 | 0 | -11 | 14 | -22 | -1 | 89 | -19
COc1ccc(C)cc1S(=O)(=O)N1CCN(c2cccc(C(F)(F)F)c2)CC1 | 0.4 | 43 | 7 | 1 | -72 | -6 | -5 | 3 | 42 | 0
Cc1ccnc(Sc2ccc([N+](=O)[O-])cc2[N+](=O)[O-])n1 | -7.6 | 6 | 10 | 3 | -17 | 7 | -20 | 1 | 5.2* | 25
O=S(=O)(O)CCN1CCOCC1 | 0.6 | 103 | 9 | -1 | -21 | 0 | 27 | -2 | 97 | -1
O=C1CC(N2CCCN(C3CC(=O)N(c4ccc(F)cc4)C3=O)CC2)C(=O)N1c1ccc(F)cc1 (stereo not given) | 8.3* | 92 | 55* | -3 | -25 | -3 | 15 | 1 | 83 | -2
Cc1ccc(S(=O)(=O)c2c(N)n(CC3CCOC3)c3nc4ccccc4nc23)cc1 (stereo not given) | -0.6 | 86 | 8 | 0 | -65 | 8 | 11 | -3 | 80 | -2
O=C(COC(=O)c1cccs1)c1ccc2c(c1)OCCO2 | 0.1 | 102 | 4 | 2 | -75 | -11 | 1 | 0 | 94 | -6
S=c1[nH]nc(-c2cc(-c3ccco3)[nH]n2)n1-c1ccccc1 | -4.2 | 91 | 8 | 0 | -33 | 12 | -17 | / | 92 | -4
CCC(=O)OCCNc1cc(SCCC(=O)OC)c2nonc2c1[N+](=O)[O-] | -1.9 | 67 | 2 | 4 | -43 | 3 | / | 0 | 67 | 15
Nc1cc(=O)[nH]c(SCCNS(=O)(=O)c2ccccc2)n1 | 0.1 | 95 | 5 | 1 | -25 | -2 | -1 | 0 | 101 | -3
CCn1nc(C(=O)OCC(=O)c2c[nH]c3ccccc23)c2ccccc2c1=O | -1.5 | 95 | 12 | 4 | -55 | 3 | / | 0 | 95 | -6
CCOC(=O)Cn1cnc2c(cnn2-c2ccc(Cl)cc2)c1=O | -1.1 | 85 | 6 | 6 | -38 | 7 | / | 0 | 78 | -32
CCCN(S(=O)(=O)c1ccc(OCC)cc1)S(=O)(=O)c1cccs1 | -1.4 | 83 | 6 | 9 | -27 | -3 | -2 | -1 | 100 | -17
O=C(CSc1nc2ccccc2[nH]1)NCCN1CCCCC1 | -1.3 | 88 | 6 | -1 | -19 | 3 | -13 | / | 94 | -2
Cc1sc2ncnc(N=Nc3c(O)[nH]c4ccccc34)c2c1C | -2.6 | 51 | 18 | 7 | -3 | -2 | 0 | -4 | 57 | -3
COc1ccc(C(=O)CC2OC(=O)c3c2ccc(OC)c3OC)cc1 (stereo not given) | -2.2 | 91 | 4 | 0 | -13 | -18 | 11 | 0 | 90 | -22
CC(C)Nc1nc(N(c2ccccc2)c2ccccc2)nc(-n2ccnc2)n1 | -2.2 | 86 | 6 | 2 | -6 | -13 | / | 2 | 94 | -22
S=C(NNc1ccc2ccccc2c1)NC1CCCCC1 | -3.3 | 35 | / | 1 | -22 | 15 | / | -9 | 29 | 0
O=C(CSc1cc(Cl)ccc1Cl)NCC(=O)Nc1ccc(F)c(F)c1F | -0.6 | 83 | 7 | 3 | -66 | 12 | 1 | -12 | 88 | 6
Cc1ccccc1CS(=O)(=O)CCC(=O)N1CCN(c2ccc(N3CCOCC3)nn2)CC1 | -1.5 | 103 | 16 | 0 | -11 | 7 | -6 | -1 | 95 | -8
CCOc1ccc(-c2nn(-c3ccccc3)cc2/C=C2\SC(N)=NC2=O)cc1C | -6.0 | 0.7* | 0 | 3 | -39 | 12 | -10 | 2 | 1.1* | -21
CC(=O)N=c1sc2ccccc2n1C | -1.5 | 105 | 7 | 0 | -28 | 4 | / | -1 | 93 | -9
CCC(C(=O)Nc1ccccc1C(=O)N1CCOCC1)N1C(=O)c2ccccc2C1=O (stereo not given) | -0.8 | 94 | 13 | 2 | -47 | -4 | 12 | 0 | 93 | -10
CS(=O)(=O)NCCSc1nnnn1-c1ccccc1 | -0.7 | 104 | 10 | 6 | -30 | -8 | 1 | 0 | 97 | -9
CC(=O)N1CCN(C(=O)COc2ccc(Br)cc2)CC1 | 1.2 | 107 | 7 | 2 | -23 | 3 | 5 | / | 113 | 5
N/C(Cc1ccc([N+](=O)[O-])cc1)=N\OC(=O)Cc1ccc(Cl)cc1 | 2.7 | 91 | / | 8 | -20 | 6 | / | -4 | 89 | 2
CCOc1cc(/C=N/NC(=O)c2ccncc2)ccc1OC(=O)c1ccc([N+](=O)[O-])cc1 | -0.6 | 94 | -1 | 3 | -15 | -3 | -6 | / | 84 | -11
CC(C)CC(NC(=O)COc1ccccc1)C(=O)O (stereo not given) | -0.6 | 97 | 4 | 2 | -2 | -1 | / | 4 | 102 | -22
